GalR3 antagonist: blocks the human galanin receptor 3; O60755; HEK293 GalR3-CNG cAMP membrane potential fluorescence; galR3 body fused to GalR1 C-terminus; inhibition, % at 3 µM; 360,000 compounds, 0.44% hits;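 active = inhibition above the screen-wide average plus 3 SD, cut at about 13% in these data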;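 also: forskolin and galanin both at EC90 stimulate the cells; cAMP rise reported by CNG channel membrane potential dye signal; 0% = forskolin plus galanin with DMSO and 100% = forskolin alone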
Target sequence (O60755 1-299 limits assumed): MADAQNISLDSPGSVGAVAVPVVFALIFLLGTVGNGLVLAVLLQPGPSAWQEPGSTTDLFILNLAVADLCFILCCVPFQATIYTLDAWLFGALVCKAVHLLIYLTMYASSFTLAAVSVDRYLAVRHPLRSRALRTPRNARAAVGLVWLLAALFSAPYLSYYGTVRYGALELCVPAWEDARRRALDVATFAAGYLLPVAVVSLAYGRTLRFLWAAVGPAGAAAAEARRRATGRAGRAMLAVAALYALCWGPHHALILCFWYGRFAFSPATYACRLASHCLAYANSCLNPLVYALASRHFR
The depositor's hits bear a star.

SMILES	GalR3 antagonist
CC(C)CC(N)c1csc(NC(=O)c2cc(C(C)(C)C)nn2Cc2ccccc2)n1 (configuration not stated)	-4
O=C(O)CC1CC(O)CCC1=O (configuration not stated)	-2
CCOC(=O)C1=C(C)N(CCCC(=O)O)C(=O)NC1c1ccc(C(F)(F)F)cc1 (configuration not stated)	-3
CCOC(=O)[C@]12CCC=C1N(Cc1cccc3ccccc13)C(=O)[C@H](CC(=O)NCCCCc1ccccc1)C2	-8
CCc1nc2ccc(C(=O)N3CCN(S(=O)(=O)CC)CC3)cn2c1N(CCC(C)C)CCN(C)C	-1
CC(C)(C)OC(=O)N1CCC2CCN(S(=O)(=O)c3ccccc3)CC21 (configuration not stated)	-7
CC1(C(=O)NCC2CCCCC2)CCN1C(=O)Cc1ccc(-c2ccccc2)cc1 (configuration not stated)	-8
CCNC(=O)C1CCCN(C(=O)c2ccc(C(=O)OC)cc2)CC1 (configuration not stated)	-6
CCOC(=O)N(C)c1c(CC)nc2c(OCc3ccccc3)cccn12	-5
Cc1ccc(-c2nc3ccccc3n2C(C(=O)NC(C)(C)C)C2CC2)cc1 (configuration not stated)	-5
CCOC(=O)C1=CCN(S(=O)(=O)c2ccc(Br)cc2)C1c1cccc(Br)c1 (configuration not stated)	-5
C=CCN1C=C(C(=O)OCC)C(=O)CC1	-8
C[C@@H]1CN([C@@H](C)CO)C(=O)CCCn2cc(nn2)CO[C@H]1CN(C)C(=O)NC1CCCCC1	-1
CC(C)(C)c1ccc(C(=O)N2CCC2(C)C(=O)Nc2cccc3ncccc23)cc1 (configuration not stated)	-6
COc1ccc(NC(=O)c2cc(-c3ccc(F)cc3OC)n[nH]2)c(OC)c1	5
COc1ccc(NC(=O)c2sc(=O)n(Cc3ccc(F)c(Cl)c3)c2C)cc1OC	-1
Nc1[nH]c(C(=O)c2ccccc2)c(-c2ccc(Br)cc2)c1C(=O)NCCc1c[nH]c2ccccc12	-3
CC(O)(c1ccccc1)c1nc(-c2cccc(C(=O)O)c2)cs1 (configuration not stated)	1
Cc1ccc(F)c(S(=O)(=O)NC(=O)C2(C)CCN2C(=O)C2(c3ccc(Cl)cc3)CC2)c1 (configuration not stated)	-7
O=C(NCc1cccnc1)c1cc(C2CCCN(S(=O)(=O)c3ccccc3)C2)on1 (configuration not stated)	-6
CC(C)C[C@@H](CN1CCCC1CN1C(=S)NC[C@@H]1Cc1ccccc1)N1C[C@H](Cc2ccccc2)N(CCc2ccccc2)C1=S (some centres not stated)	-2
COc1ccc(CCNC(=O)Nc2nc(CN)cs2)cc1OC	-4
CCNC(=O)C1(C)CCN(C(=O)c2ccccc2OC)C1 (configuration not stated)	-6
O=C(NCc1cccnc1)c1cc(C2CCCCN2C(=O)CCc2ccccc2)on1 (configuration not stated)	3
COc1ccc(C(NC(=O)C2CCN(CCOc3ccc(Cl)cc3)CC2)c2cccs2)cc1 (configuration not stated)	-10
COc1ccc(N2CCN(C3C(=O)Nc4ccccc4-n4nnnc43)CC2)cc1 (configuration not stated)	-4
O=C(OC1CC2CC1[C@H]1CCCCN1C2=O)N1CCN(C(=O)c2ccccc2)CC1 (some centres not stated)	-5
COC(=O)[C@@]12C[C@@H](CC(=O)N3CCCCC3)C(=O)N(Cc3ccccc3)C1=CCC(C)(C)C2	-9
COc1ccc(-c2csc(C(NC(C)=O)c3cccc(F)c3)n2)cn1 (configuration not stated)	-8
O=C(C[C@@H]1C=C[C@H](NC(=O)Cc2ccccn2)[C@@H](CO)O1)NCCc1ccccc1	1
CCCCC[C@@H]1CCCCC[C@@H](O)C[C@@H](O)[C@H](O)/C=C/C(=O)O1	-8
Cc1ccc(CN2CCC(C)(Oc3ccc(Cl)cc3)C2)cc1 (configuration not stated)	-9
COC[C@H]1CCCN1[C@@H]1CS(=O)(=O)N[C@H]1COCc1ccccc1	-7
CC(C)C[C@H]1CN([C@@H](CC(C)C)CN2CCCC2CN2C(=S)NC[C@@H]2Cc2ccccc2)C(=S)N1CCc1ccccc1 (some centres not stated)	-5
c1cn2c(-c3ccc(N4CCOCC4)cc3)cncc2n1	-6
CC(=O)NC(c1ccc(F)c(F)c1)c1nc(-c2ccc(C)c(C)c2)cs1 (configuration not stated)	1
COC(=O)N1CCC2CC1c1c(Cl)cccc12 (configuration not stated)	-6
NC(=O)[C@@H]1CCCN1C(=O)[C@@H](Cc1ccccc1)NC(=O)[C@H]1O[C@@H](n2ccc(=O)[nH]c2=O)[C@H](O)[C@@H]1O	-7
COCCNc1nc(Oc2cccc(F)c2)c2sccc2n1	-10
O=C(Nc1ccc2c(c1)OCO2)c1cc(C2CCCN(C(=O)CCc3ccccc3)C2)on1 (configuration not stated)	-2
C[C@@H]1COc2cc(N3CCSCC3)ccc2S(=O)(=O)N1	-4
c1ccc(OCCNc2ccn3nc(-c4cccs4)cc3n2)cc1	-3
Cc1ccc(Cn2c(C)c(C(=O)NCc3ccc4c(c3)OCO4)sc2=O)cc1	-3
Cc1ccccc1CN1CC2=C(CCN(Cc3ccccc3)C2=O)N2CCN=C12	-5
O=c1[nH]c2ccccc2nc1-c1nnnn1Cc1ccccc1	-7
O=C(C(=O)N1CCN(C(=O)Cc2ccccc2)CC1)c1cccc(C(F)(F)F)c1	-7
COCCCNc1ccn2nc(-c3cc(OC)c(OC)c(OC)c3)cc2n1	-5
Cc1ccc2nc(-c3ccc(F)cc3)c(Cc3cccc(F)c3)n2c1	-9
COc1cc(-c2cnc3c(NC=O)cc(-c4cccc(NC(C)=O)c4)cn23)cc(OC)c1OC	-2
COC(=O)C1=C(C)N(C)C(=NCc2ccc(OC)cc2)NC1c1cccc(C(F)(F)F)c1 (configuration not stated)	-6
Cc1[nH]nc2c1C(c1ccc(F)cc1)N(Cc1ccccc1)C2=O (configuration not stated)	-6
COc1cccc(Nc2nc(C(N)CO)cs2)n1 (configuration not stated)	-4
O=C(Nc1ccccc1F)c1ccc2sc([C@@H]3O[C@H](CO)[C@H](O)[C@H](O)[C@H]3O)nc2c1	-4
COC(=O)c1sccc1-n1cc2c(c1-c1ccccc1)c(=O)n(C)c(=O)n2C	-7
CCc1nc2ccc(C(=O)N3CCN(C)CC3)cn2c1N(C)CCCc1ccccc1	-5
Cc1cc(Br)ccc1NC(=O)CCCOc1cc(=O)n(C)c2ccccc12	-3
O=C(NC(c1ccc(-c2ccccc2)cc1)c1cnccn1)C1CCN(Cc2ccc3c(c2)OCO3)CC1 (configuration not stated)	-9
COCOc1cccc(CN2CCC2(C)C(=O)NCCNC(C)=O)c1 (configuration not stated)	-3
CCOC(=O)[C@]12CCC=C1N(Cc1ccccc1)C(=O)[C@H](CC(=O)N1CCCC1)C2	-7
CCc1nc2c(OCCn3cccc3)cccn2c1N(C=O)Cc1ccccc1	-2

(more compounds)
SMILES	GalR3 antagonist
CC1(c2nnnn2-c2ccc3c(c2)OCCO3)CCC(=O)N1CC1CCCCC1 (configuration not stated)	-5
O=C(CC1CCCC1)N[C@H](C(=O)N1CCC[C@H]1C(=O)NCc1ccccc1)c1ccccc1	-7
CC(=O)C1=CCC(c2ccco2)N(S(=O)(=O)c2ccc(C)cc2)C1 (configuration not stated)	-4
CCc1nc2c(OCc3cc(Cl)cc(Cl)c3)cccn2c1N(C=O)Cc1ccccc1	-8
Cc1ccc2ccccc2c1C(O)c1ncc(-c2ccc(F)cc2)[nH]1 (configuration not stated)	-4
O=C(NCc1cccc(Cl)c1)c1cccc2c(-c3cccnc3)coc12	-4
COc1ccc2[nH]cc(CCNC(=O)/C=C/[C@H]3O[C@@H](n4cc(C)c(=O)[nH]c4=O)C[C@@H]3O)c2c1	1
N#Cc1ccc(NC(=S)/N=C(\N)c2ccccc2)cc1	0
CC(C)Oc1ccc(CN2CCC2(C)C(=O)NCc2ccc(C(F)(F)F)cc2)cc1 (configuration not stated)	-10
COCCN1C(=O)CSCC1(C)C(=O)Nc1c(C)cccc1C (configuration not stated)	-1
Clc1cccc2c1C1CC2CCN1Cc1ccccc1 (configuration not stated)	-8
CCCN(CCC)Cc1cc(=O)oc2cc(OC)ccc12	-7
C[C@@H](c1ccccc1)N1C[C@H](COCc2ccccc2)Oc2cc(N3CCC[C@H]3CO)ccc2S1(=O)=O	-2
CC(=O)Nc1cncc(-c2cccc(C(=O)N3CCOCC3)c2)n1	-7
CC(C)(C)c1cc2nc(NCCc3ccc(S(N)(=O)=O)cc3)ccn2n1	-3
COCCNC(=O)C1CCCN(C(=O)c2ccc(C(F)(F)F)nc2C)CC1 (configuration not stated)	-6
O=C1CCCCC1CCS(=O)(=O)NCc1ccccc1 (configuration not stated)	-1
Cc1cccc2sc(=S)[nH]c12	-6
O=C1COc2ccccc2C(c2nc3ccccc3[nH]2)N1C1CC1 (configuration not stated)	-6
CC(=O)Nc1cc(-c2ccc(N3CCN(C)CC3)cc2)cn2c(-c3cccc(C(=O)N(C)C)c3)cnc12	3
CC(=O)Nc1cccc(-c2ccnc3c2CC(C)(C(=O)Nc2ccc(Cl)cc2)O3)c1 (configuration not stated)	7
CCOC(=O)[C@]12CCCC=C1N(Cc1ccc(Cl)cc1Cl)C(=O)[C@H](CC(=O)NCCCOC)C2	-5
CCCCCCCCN1C(=O)[C@H](CC(=O)NCCC(C)C)C[C@@]2(C(=O)OCC)CCC=C12	-8
COC(=O)N1CCCCC1c1cc(C(=O)N2CCOCC2)no1 (configuration not stated)	-6
COc1ncccc1-c1cc2nc(NCCCN(C)C)n(C)c(=O)c2s1	-6
COc1ccc(C(O)c2ncc(-c3ccc4ccccc4c3)[nH]2)cc1F (configuration not stated)	-5
COc1cccc(CNc2nc3cc(-c4ccccc4C)sc3c(=O)n2C)c1	-7
Nc1[nH]c(C(=O)c2ccccc2)c(-c2ccc(Br)cc2)c1C(=O)NC1CCCCC1	-8
FC(F)(F)c1ccccc1Cc1c(-c2ccccc2)nc2c3ccccc3ccn12	-8
C[C@H](O)[C@@H]1CN2CCc3c([nH]c4c(-c5ccccc5)cccc34)[C@@H]2C[C@@H]1N(C)C(=O)Nc1ccccc1	-9
COCC1CN(CCc2ccc(F)cc2)S(=O)(=O)c2c(F)cccc2O1 (configuration not stated)	-3
COC(=O)c1cc2c(c3c4cc(OC)ccc4n(S(=O)(=O)c4ccccc4)c13)C(=O)N(Cc1ccc(C(F)(F)F)cc1)C2	-3
CCCCN(C=O)c1c(CC)nc2c(OCc3ccccc3C)cccn12	-6
CCCS(=O)(=O)NC(=O)C1(C)CCCN(C(=O)c2cc3ccccc3s2)C1 (configuration not stated)	-6
COc1cccc(C(NC(C)=O)c2nc(-c3cccc(C(=O)O)c3)cs2)c1 (configuration not stated)	-4
CCCc1nc2ccc(Cl)cn2c1Cc1ccsc1	-7
CC(C)S(=O)(=O)NC(=O)C1(C)CCN1C(=O)Cc1ccccc1 (configuration not stated)	-5
CN(C)CCCNc1nc2cc(-c3ccccc3)sc2c(=O)n1C	-8
Cc1ccccc1-c1cc2c(c3c1ccn3C)C1CCC2C1 (configuration not stated)	-3
CCNC(=O)C1CCCN(C(=O)c2ccc(OC)cc2)CC1 (configuration not stated)	-2
COc1ccc(CN2CCC2(C)C(=O)Nc2ccc(OC)c(OC)c2)cc1 (configuration not stated)	-6
CN(CCc1ccccc1)C(C(=O)c1ccc2c(c1)OCO2)c1nnnn1-c1ccccc1NC(=O)OC(C)(C)C (configuration not stated)	-4
COc1ccc(-c2ccc(C(=O)NCc3ccco3)c3occc23)c(C)c1	-7
CN(C)C(=O)c1cccc(-c2cc(NC=O)c3ncc(-c4ccc(F)cc4)n3c2)c1	-8
CCOc1ccc(CCN2C(=S)N([C@@H](Cc3ccc(O)cc3)CN3CCC[C@@H]3CN3C(=S)NC[C@@H]3Cc3ccccc3)C[C@@H]2CC(C)C)cc1	-4
CN(C)c1ncnc2c1ncn2[C@H]1CN(Cc2ccc3c(c2)OCO3)C[C@@H](CO)O1	-4

Some of the entries above in another layout:
structure,GalR3 antagonist
FC(F)(F)c1ccccc1Cc1c(-c2ccccc2)nc2c3ccccc3ccn12,-8
C[C@H](O)[C@@H]1CN2CCc3c([nH]c4c(-c5ccccc5)cccc34)[C@@H]2C[C@@H]1N(C)C(=O)Nc1ccccc1,-9
COCC1CN(CCc2ccc(F)cc2)S(=O)(=O)c2c(F)cccc2O1 (configuration not stated),-3
COC(=O)c1cc2c(c3c4cc(OC)ccc4n(S(=O)(=O)c4ccccc4)c13)C(=O)N(Cc1ccc(C(F)(F)F)cc1)C2,-3
CCCCN(C=O)c1c(CC)nc2c(OCc3ccccc3C)cccn12,-6
CCCS(=O)(=O)NC(=O)C1(C)CCCN(C(=O)c2cc3ccccc3s2)C1 (configuration not stated),-6
COc1cccc(C(NC(C)=O)c2nc(-c3cccc(C(=O)O)c3)cs2)c1 (configuration not stated),-4
CCCc1nc2ccc(Cl)cn2c1Cc1ccsc1,-7
CC(C)S(=O)(=O)NC(=O)C1(C)CCN1C(=O)Cc1ccccc1 (configuration not stated),-5
CN(C)CCCNc1nc2cc(-c3ccccc3)sc2c(=O)n1C,-8
Cc1ccccc1-c1cc2c(c3c1ccn3C)C1CCC2C1 (configuration not stated),-3
CCNC(=O)C1CCCN(C(=O)c2ccc(OC)cc2)CC1 (configuration not stated),-2
COc1ccc(CN2CCC2(C)C(=O)Nc2ccc(OC)c(OC)c2)cc1 (configuration not stated),-6
CN(CCc1ccccc1)C(C(=O)c1ccc2c(c1)OCO2)c1nnnn1-c1ccccc1NC(=O)OC(C)(C)C (configuration not stated),-4
COc1ccc(-c2ccc(C(=O)NCc3ccco3)c3occc23)c(C)c1,-7
CN(C)C(=O)c1cccc(-c2cc(NC=O)c3ncc(-c4ccc(F)cc4)n3c2)c1,-8
CCOc1ccc(CCN2C(=S)N([C@@H](Cc3ccc(O)cc3)CN3CCC[C@@H]3CN3C(=S)NC[C@@H]3Cc3ccccc3)C[C@@H]2CC(C)C)cc1,-4

Screens deposited in PubChem BioAssay by The Scripps Research Institute Molecular Screening Center.

Only part of the results is shown (hit frequency here may not be typical).
